phage Ecoli inh: E. coli growth loss with phage present; actives 0.26% (n = 360,000); inhibition, % at 11.9 µM; AID 651602; growth absorbance; in the data active = inhibition above about 11%
PfHsp90 yeast 2: reduces growth (ATP signal) of yeast expressing P. falciparum Hsp90; S. cerevisiae expressing PfHsp90, BacTiter-Glo ATP, 48 h; yeast lacking PDR1 and PDR3 efflux regulators; inhibition, % at 9.4 µM; actives 0.32% (n = 310,000);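 active = every replicate shows inhibition above about 80%, whatever the replicate mean, limit read from the data; inconclusive = mean inhibition reaches the set limit but some replicate falls short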;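 note: 0% = DMSO neutral controls and 100% = 20 µM radicicol positive controls; yeast relying on Plasmodium falciparum Hsp90 in place of its own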
Ecoli viability: bacterial growth inhibition, counter-screen for AddAB inhibitors. inhibition, % at 11.9 µM. actives 0.27% (n = 330,000). E. coli V3065 growth, OD600 absorbance, 18 h. AID 449728;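 active = inhibition above the campaign's mean inhibition across all tested compounds plus 3 SD, cut at about 9.9% in these data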;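 note: uninfected addAB+ strain grown without phage in ampicillin broth; 0% = DMSO wells and 100% = ciprofloxacin 0.95 µg/ml wells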
AddAB inh: less growth of phage-infected E. coli with AddAB; E. coli expressing H. pylori AddAB, absorbance growth; inhibition, % at 11.9 µM; actives 0.29% (n = 330,000); AID 435030; in the data active = inhibition above about 12%;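 note: 0% = vehicle wells of infected cells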
PvdQ inh: P. aeruginosa PvdQ acylase inhibition; purified PvdQ acylase, fluorescence plate reader; inhibition, % at 10 µM; actives 0.063% (n = 340,000); AID 488965; in the data active = inhibition above about 30%, passing the limit was not always enough; inconclusive = no clear call, values can overlap the other calls;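 note: 0% = vehicle neutral wells and 100% = reference inhibitor wells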
Rtt109 Vps75: inhibitors of Candida albicans Rtt109/Vps75 histone acetyltransferase | purified Rtt109/Vps75, ThioGlo CoA-SH fluorescence, 4 h | inhibition, % at 34.9 µM | actives 0.16% (n = 330,000) | AID 540336;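 active = inhibition of at least 50% in every replicate; inconclusive = best replicate reaches 50% inhibition but some replicates fall short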
Target sequence (Q5AAJ8 whole entry, looked up): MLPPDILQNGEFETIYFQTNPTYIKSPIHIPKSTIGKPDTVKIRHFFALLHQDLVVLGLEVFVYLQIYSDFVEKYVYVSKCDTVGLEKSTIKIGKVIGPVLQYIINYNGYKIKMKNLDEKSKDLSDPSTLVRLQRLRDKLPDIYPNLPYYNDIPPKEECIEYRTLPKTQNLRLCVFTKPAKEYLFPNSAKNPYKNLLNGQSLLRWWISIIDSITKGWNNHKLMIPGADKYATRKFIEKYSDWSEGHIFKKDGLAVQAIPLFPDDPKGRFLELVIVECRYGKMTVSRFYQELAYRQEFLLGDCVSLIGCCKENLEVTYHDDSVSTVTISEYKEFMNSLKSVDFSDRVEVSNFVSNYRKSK
DAGLB inh: diacylglycerol lipase beta (human) inhibition. Q8NCG7. inhibition, % at 5.17 µM. HEK293T DAGLB membrane lysate, EnzChek fluorogenic substrate. actives 0.059% (n = 340,000). AID 504411; in the data active = inhibition above about 34%;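 note: 0% = enzyme with vehicle and 100% = wells lacking enzyme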
Target sequence (Q8NCG7 whole entry, looked up): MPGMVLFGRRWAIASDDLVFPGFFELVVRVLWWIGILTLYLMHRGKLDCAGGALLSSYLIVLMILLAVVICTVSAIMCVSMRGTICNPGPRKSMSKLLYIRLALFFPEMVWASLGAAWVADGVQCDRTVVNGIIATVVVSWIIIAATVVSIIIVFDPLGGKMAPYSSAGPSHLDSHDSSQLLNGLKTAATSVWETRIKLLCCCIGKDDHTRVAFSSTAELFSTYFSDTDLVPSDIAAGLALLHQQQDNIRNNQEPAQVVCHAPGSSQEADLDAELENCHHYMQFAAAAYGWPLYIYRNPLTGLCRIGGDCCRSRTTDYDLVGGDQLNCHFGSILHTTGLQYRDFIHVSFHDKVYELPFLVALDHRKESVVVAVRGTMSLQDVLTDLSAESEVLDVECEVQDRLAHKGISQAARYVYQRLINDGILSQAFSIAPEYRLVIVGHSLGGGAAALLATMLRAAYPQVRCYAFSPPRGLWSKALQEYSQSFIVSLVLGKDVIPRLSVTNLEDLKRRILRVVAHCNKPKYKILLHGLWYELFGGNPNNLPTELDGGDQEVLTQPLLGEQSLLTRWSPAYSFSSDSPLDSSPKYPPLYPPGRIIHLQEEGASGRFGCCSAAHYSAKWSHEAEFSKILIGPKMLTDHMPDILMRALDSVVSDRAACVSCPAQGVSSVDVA
CAL PDZ inh: inhibitors of human CAL PDZ peptide binding; Q9HD26; purified CAL PDZ, TMR-peptide fluorescence polarization, 1 h; inhibition, % at 20 µM; actives 0.02% (n = 330,000);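 active = highest replicate inhibition of at least 40%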;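 note: plate controls were DMSO neutral control wells for no effect and unlabeled competitor peptide control wells for full effect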
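material = purified tagged CAL PDZ domain construct (CerCALP) | buffer or medium = sodium phosphate/NaCl buffer pH 7.4 with TCEP, IgG, Thesit | reagent = TMR-labelled reporter peptide T*-PRC34 bound in PDZ groove | incubation = 1 h room-temperature incubation prior to read | measured by = fluorescence polarization (mP) | evaluation = percent inhibition from loss of millipolarization | control set = unlabelled peptide and DMSO controls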
Wnt bcat act: activates Wnt/beta-catenin signaling in a reporter cell assay | activator, plate reader | actives 1.2% (n = 300,000) | AID 743398 | activation, % at 9.35 µM; in the data active = activation above about 30%, passing the limit was not always enough; inconclusive = no clear call, values can overlap the other calls;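 note: 0% = neutral control wells and 100% = positive control wells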
Tat transport: inhibitors of E. coli Tat protein transport | inhibition, % at 10 µM | E. coli MC4100 TorA-mCherry Tat export, fluorescence | actives 0.036% (n = 340,000);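 active = mean replicate inhibition at least 50% and at least half of replicates individually reaching 50%; inconclusive = only one of the two criteria met; inactive = neither criterion met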;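 note: exported cargo escapes ClpAP degradation while cytoplasmic cargo is degraded and loses fluorescence; 0% = median of neutral control wells and 100% = median of NaSCN control wells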
The depositor's hits bear a star; u = inconclusive; x = no result given.

Structure | phage Ecoli inh | PfHsp90 yeast 2 | Ecoli viability | AddAB inh | PvdQ inh | Rtt109 Vps75 | DAGLB inh | CAL PDZ inh | Wnt bcat act | Tat transport
COc1ccc(CNC(=O)C2CCC(=O)N(CC3CCCCC3)C2)cc1 (stereo unspecified) | 1.4 | 3 | -0.6 | 0.1 | 1 | -11 | 0 | -0.3 | 0 | -12
CC1Cc2ccccc2N1C(=O)CCNS(=O)(=O)c1ccc2c(c1)CCC(=O)N2 (stereo unspecified) | 0.0 | 5 | 1.1 | 4.9 | 3 | 3 | 1 | -1.9 | x | 0
O=C(NC1CCCCCCC1)c1cc([N+](=O)[O-])ccc1Cl | 0.3 | -11 | 0.9 | 4.5 | 42* | -5 | 0 | x | 1 | 4
COc1ccccc1OCC(=O)Nc1cccc(-c2nc3ccccc3o2)c1 | 2.3 | -55 | 0.2 | 0.4 | -28 | 7 | -15 | -1.5 | 12 | -2
O=C(OCC(=O)N1CCCC1)c1ccccc1C(=O)c1ccccc1 | 3.5 | 20 | -0.9 | 0.9 | -4 | 2 | -1 | -0.8 | -2 | -2
C[C@H](NC(=O)OC(C)(C)C)c1nnc(SCC(=O)Nc2ccc(Br)cc2)o1 | 3.8 | 4 | 0.8 | 2.1 | 13 | 4 | -5 | -1.8 | x | -4
C=CCn1c(COc2ccc(Cl)cc2)nnc1SCC(=O)N/N=C/c1ccccc1 | 0.9 | 8 | -1.0 | -0.8 | 0 | 15 | 3 | -2.1 | x | 1
CNC(=S)Nc1cccc(C(=O)O)c1 | 3.6 | -19 | 0.8 | -0.7 | -8 | -2 | 0 | -1.4 | 2 | -2
Cc1cc2cc(CNC(=O)c3ccc4c(c3)OCO4)ccc2n1C | 2.4 | -6 | -1.4 | -0.9 | -4 | x | 4 | -1.9 | x | -3
CC1(C)Oc2ccc3ccc(=O)oc3c2/C(=C/NC2CCCCC2)C1=O | 0.2 | -3 | -3.6 | 0.4 | 10 | 1 | -3 | -2.5 | 2 | 11
Cc1c(-c2ccccc2)nc2ccccc2c1C(=O)Oc1ccc([N+](=O)[O-])cc1 | 4.5 | 5 | -1.6 | 1.0 | 11 | 1 | -9 | -2.0 | -2 | 5
O=C(CCC(=O)c1ccc(F)cc1)Nc1cccc(C(F)(F)F)c1 | 6.1 | x | -2.1 | 1.1 | -9 | -9 | -3 | -3.3 | -8 | 3
CC(C)Oc1ccc(C(=O)Nc2ncn[nH]2)cc1 | 2.0 | -2 | -2.8 | 3.1 | -16 | 5 | -4 | -1.9 | 3 | 2
CS(=O)(=O)N1CCC(C(=O)N2CCN(c3cccc(Cl)c3)CC2)CC1 | 1.2 | 2 | 0.5 | 3.2 | -6 | 1 | 2 | 0.5 | -2 | -1
COc1ccc2nc(N3CCOCC3)cc(C)c2c1 | 0.9 | -35 | -1.3 | 3.4 | 1 | -10 | 1 | -0.3 | u | 7

Further entries:
Structure | phage Ecoli inh | PfHsp90 yeast 2 | Ecoli viability | AddAB inh | PvdQ inh | Rtt109 Vps75 | DAGLB inh | CAL PDZ inh | Wnt bcat act | Tat transport
Cc1cc(C(=O)N2CCCC(N3CCN(c4cccc(C(F)(F)F)c4)CC3)C2)n[nH]1 (stereo unspecified) | 1.2 | -20 | 0.4 | 1.3 | -1 | 1 | 0 | 0.2 | 0 | 2
N#CC1=C(N)NC(SCc2ccc(Br)cc2)=C(C#N)C12CCCCC2 | 3.1 | x | 1.2 | 3.3 | -15 | 5 | 0 | x | -4 | -4
O=C(Oc1ccccc1Cl)C1CCN(C(=O)c2ccc(F)cc2)CC1 | 0.6 | 11 | -0.5 | -0.5 | -7 | -3 | -12 | -2.1 | -1 | -6
C/C=C/c1ccc(OCC(O)CNCCc2ccc(OC)cc2)c(OC)c1 (stereo unspecified) | 0.2 | 8 | 0.3 | 1.5 | 2 | 6 | 2 | -0.4 | 3 | 3
CN1CCN(C2CC(=O)N(CCc3ccccc3)C2=O)CC1 (stereo unspecified) | 1.9 | 9 | 2.0 | 1.3 | -3 | -18 | 0 | -0.6 | 2 | 0
CCn1nc(NC(=O)c2cccs2)c2cc3ccccc3nc21 | 0.4 | -28 | 3.2 | -0.8 | -2 | -9 | 0 | -2.2 | 2 | 3
Cc1ccc2c(O)c(C)c(=O)[nH]c2n1 | 4.5 | -24 | 0.6 | 4.6 | -11 | -4 | -1 | -0.3 | -1 | -1
CC(=O)Nc1ccc(S(=O)(=O)NNC(=O)c2cccc3ccccc23)cc1 | 4.5 | 4 | 3.6 | 4.9 | 9 | -9 | -6 | 0.0 | x | -18
O=C(CSc1nc2ccccc2s1)NC1CCCC1 | 2.3 | 2 | -1.0 | -0.9 | 10 | 0 | 1 | 0.3 | -3 | 5
Cc1ccc(C(=O)N2CCCC2)cc1S(=O)(=O)N1CCCCC1 | 2.2 | -16 | 3.1 | 2.4 | -7 | 3 | -1 | -0.5 | 1 | 2
COc1ccc(C(=O)O/N=C(\N)c2ccccn2)cc1 | -1.9 | 72 | 1.1 | 2.7 | -10 | -9 | 0 | -1.9 | 0 | -5
CC(OC(=O)C1=COCCO1)C(=O)Nc1cccc(S(=O)(=O)N2CCOCC2)c1 (stereo unspecified) | 4.4 | -15 | 0.5 | -0.2 | 9 | 9 | -3 | 0.2 | 0 | -1
CCn1c(C)nc2cc(C(=O)NNC(=S)Nc3ccc(OC)cc3)ccc21 | 5.3 | -27 | -0.6 | 6.3 | 11 | 3 | -1 | x | 8 | -6
CSc1ccc(-c2sc(Nc3ccccc3)n[n+]2-c2ccc(F)cc2)cc1 | x | x | -2.8 | -1.6 | 3 | -1 | -2 | -0.4 | x | -1
CCOc1ccc(NC(=O)N(C2CCCCC2)C(C)c2cccnc2)cc1 (stereo unspecified) | 2.8 | -3 | 0.9 | -0.7 | 1 | -3 | 1 | -0.9 | 0 | 2

Further compounds.
Structure | phage Ecoli inh | PfHsp90 yeast 2 | Ecoli viability | AddAB inh | PvdQ inh | Rtt109 Vps75 | DAGLB inh | CAL PDZ inh | Wnt bcat act | Tat transport
CCOc1cccc(NC(=O)CC#N)c1 | 1.6 | 15 | 0.6 | 0.2 | -16 | 12 | -4 | -1.9 | 3 | 5
O=C1CSC2=NCN(c3ccc4c(c3)OCO4)CN12 | 3.3 | 2 | -1.6 | 6.0 | -10 | 6 | -2 | 8.0 | x | -6
O=C(Nc1ccc2ccccc2c1)c1cccnc1 | 2.1 | 14 | 1.0 | 1.2 | -15 | -3 | -3 | x | x | 2
CSCCC(NC(=O)c1ccccc1Br)C(=O)N1CCCC(C(F)(F)F)C1 (stereo unspecified) | 2.0 | -1 | -0.1 | 4.2 | -15 | -6 | -2 | -1.3 | -1 | -1
O=c1oc2cc(Oc3c([N+](=O)[O-])cc(C(F)(F)F)cc3[N+](=O)[O-])ccc2c2c1CCCC2 | 3.8 | x | 1.4 | 3.1 | -9 | -16 | 17 | -0.6 | 1 | -5
Cc1cc(=O)oc2c1ccc1ccccc12 | 1.0 | -5 | -2.8 | 0.0 | 1 | -8 | -4 | -0.5 | 0 | 4
COc1cc(/C=N/NC(=O)c2cc3ccccc3cc2O)ccc1OCCN1CCCCC1 | 4.8 | -9 | 1.4 | 5.6 | 3 | 10 | 1 | -3.6 | -5 | 1
CC(=O)c1cccc(CN2CCN(C3CCCCC3)C(CCO)C2)c1 (stereo unspecified) | 1.1 | -17 | -1.6 | 1.8 | 5 | 6 | -2 | -0.7 | -3 | 1
c1ccc(-c2cn3c(n2)CCc2ccc4cccnc4c2-3)cc1 | -2.8 | x | -2.9 | -4.2 | -15 | 10 | -6 | x | x | 9
CSc1nsc(SCC(=O)Nc2nc3ccccc3s2)n1 | 5.0 | -8 | 0.6 | 3.1 | 2 | 11 | -2 | -2.2 | -5 | 5
Cc1cc(C)c(NC(=O)CN2CCN(c3ccccn3)CC2)c(C)c1 | 0.8 | -35 | -2.1 | 1.9 | -9 | 6 | -1 | 0.7 | 4 | -5
O=C1Nc2ccccc2/C1=N/N=C/c1cccc(O)c1 | 0.1 | 12 | 2.0 | 3.3 | -4 | -5 | 5 | 0.6 | 0 | -4
Nn1c(SCc2nc3ccccn3c2Br)nnc1-c1cccnc1 | 2.8 | 1 | -2.0 | 0.6 | 8 | 1 | -3 | -0.7 | x | -6
CC(=O)NCCNC(=O)CNC(=O)c1ccc(Cl)cc1 | 0.1 | -1 | -3.6 | 2.4 | 0 | 23 | 3 | -1.7 | x | -7
N=C1C(c2nc3ccccc3s2)=C(O)CN1NC(=O)c1c[nH]c2ccccc12 | 2.2 | 22 | -1.8 | 1.0 | -2 | -4 | 2 | -2.3 | 1 | 12

Continuation:
Structure | phage Ecoli inh | PfHsp90 yeast 2 | Ecoli viability | AddAB inh | PvdQ inh | Rtt109 Vps75 | DAGLB inh | CAL PDZ inh | Wnt bcat act | Tat transport
COc1ccc(O)c(/C=N/n2c(-c3ccco3)csc2=Nc2cccnc2)c1 | 3.4 | 1 | -2.7 | 0.3 | 2 | 1 | 0 | -2.1 | x | -2
CCCCNc1nc(Cl)nc(Nc2ccc(C)cc2)n1 | 1.2 | x | 0.0 | -0.4 | x | x | x | x | 17 | x
CC(=O)Nc1ccc(C(=O)OCc2ccccc2Br)cc1 | 1.7 | 18 | 0.8 | 1.5 | -5 | -1 | 1 | -0.3 | 8 | 6
CN1CCC(NC(=O)c2cccc(Oc3ccccc3)c2)CC1 | 0.9 | -18 | -0.7 | -0.4 | -5 | -4 | 1 | 0.1 | 0 | 9
N/C(=N\NC(=O)c1cccs1)c1cc2ccccc2oc1=O | 3.6 | -13 | -1.6 | -0.7 | 6 | x | 4 | -2.6 | -1 | -3
COc1ccc(-c2noc(CCC(=O)Nc3cc(OC)ccc3OC)n2)cc1 | 1.2 | 20 | -1.8 | 2.2 | -12 | 1 | -4 | -0.6 | x | 1
COc1cccc(NC(=S)NN2CCN(C)CC2)c1 | 3.0 | -9 | 0.2 | 3.2 | -8 | 4 | 0 | -1.2 | -1 | 6
COc1ccc(CCNC(=O)NC2CCCCC2)cc1OC | 1.8 | 14 | 2.1 | 2.8 | 5 | -2 | 0 | 0.6 | x | 5
Cc1c(NC(=O)c2cccc(NC(=O)c3ccco3)c2)cccc1C(=O)O | 0.7 | -10 | -1.1 | 0.4 | 3 | 1 | 2 | 0.7 | x | -8
S=c1[nH]nc([C@@H]2C[C@H]2c2ccccc2)n1-c1ccccc1 | 3.0 | 3 | -2.8 | 0.3 | -8 | 4 | -2 | -2.9 | 8 | 5
O=C(c1ccc(N2CCCCC2)c([N+](=O)[O-])c1)N(Cc1ccccc1)c1ccccn1 | 1.9 | x | 0.1 | 1.8 | -3 | -4 | 10 | -1.1 | x | 3
CCOC(=O)C1=C(c2ccccc2)N=c2s/c(=C\c3cccc(O)c3)c(=O)n2C1c1cccs1 (stereo unspecified) | 1.1 | x | -2.2 | 1.8 | -4 | 3 | -8 | -1.1 | -2 | -8
O=C(Cc1cccs1)Nc1cccc(-c2nc3cc4ccccc4cc3[nH]2)c1 | 5.3 | 24 | 2.0 | 8.3 | 1 | 5 | -1 | -3.9 | 30 | -12
Cc1onc(-c2ccccc2)c1C(=O)NNC(=S)NC(=O)c1ccc(Br)cc1 | 2.8 | -16 | -1.3 | 2.6 | -6 | 3 | 7 | -0.8 | -2 | -7
CC1CCCC(C)N1C(=O)COC(=O)c1ccc([N+](=O)[O-])o1 (stereo unspecified) | 2.2 | -1 | 1.2 | 0.2 | -10 | 1 | -1 | 0.8 | 2 | -2

Assay outcomes (PubChem)
